USP1 inh – Inhibitors of USP1/UAF1: Primary Screen | 390,000 compounds, 0.23% hits | Ubiquitin carboxyl-terminal hydrolase 1 (Homo sapiens), O94782 | recombinant USP1/UAF1, Ub-Rhodamine cleavage fluorescence | Potency, µM (doses to about 57.1 µM), for the others: at the highest dose activity change, negative = inhibition, hits mostly inhibitors | AID 743255, 2014; note: potency is the fitted concentration of half-maximal effect; % is set by controls: 0 for no effect and ±100 for the full control effect; nearly all actives have a fitted effect of over 60% in size; inactives centre near -12
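USP1/UAF1 complex at 1 nM was preincubated with compound for 15 min at room temperature, then Ub-Rho substrate (150nM final) was added. Fluorescence (480/540 nm) was read kinetically, 6 reads every 60 seconds.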
mIDH1 inhibitor – qHTS for Inhibitors of mutant isocitrate dehydrogenase 1 (IDH1): qHTS; Isocitrate dehydrogenase [NADP] cytoplasmic (Homo sapiens), O75874; IDH1-R132H enzyme, NADPH consumption, diaphorase/resazurin fluorescence; Potency, µM (series often up to 76.6 µM), without a hit: top-dose activity change, negative = inhibition, hits mostly inhibitors; 390,000 compounds, 0.093% hits; note: potency is the fitted concentration of half-maximal effect; % is set by controls: 0 for no effect and ±100 for the full control effect; nearly all actives have a fitted effect of over 65% in size
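IDH1-R132H (0.5 ug/mL) preincubated 30 min with compound, then NADPH (0.016 mM) and alpha-KG (2 mM) added; 80 min at RT, pH 7.5. Remaining NADPH coupled via diaphorase/resazurin to fluorescence (540/590 nm); concentration-response curves normalized to no-enzyme control.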
TRHR PAM – qHTS for Small Molecule Agonists and Allosteric Enhancers of Human TRH Receptor: Primary Screen for Enhancers. Thyrotropin-releasing hormone receptor (Homo sapiens), P34981. TRHR cells, fluo-8 calcium fluorescence, EC20 TRH enhancement. enhancement, % at 2 µM. 360,000 compounds, 0.66% hits; in the data active = enhancement above about 30%; note: 0% is about no effect
Target sequence (P34981 whole entry, looked up): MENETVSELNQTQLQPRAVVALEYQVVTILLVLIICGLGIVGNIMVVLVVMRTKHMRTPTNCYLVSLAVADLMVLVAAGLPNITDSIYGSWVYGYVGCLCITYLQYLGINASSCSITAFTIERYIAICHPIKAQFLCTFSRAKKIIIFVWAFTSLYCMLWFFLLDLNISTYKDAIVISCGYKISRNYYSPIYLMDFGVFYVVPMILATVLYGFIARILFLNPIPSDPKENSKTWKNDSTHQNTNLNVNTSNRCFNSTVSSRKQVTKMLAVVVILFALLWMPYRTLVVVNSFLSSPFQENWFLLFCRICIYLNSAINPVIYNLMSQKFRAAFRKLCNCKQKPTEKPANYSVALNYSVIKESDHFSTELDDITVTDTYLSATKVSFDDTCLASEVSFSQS
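TRHR-expressing cells loaded with fluo-8 calcium dye were read kinetically (ex 480/em 530) during compound addition, then stimulated with an EC20 of TRH (10 nM final). Enhancement of the Gq-mediated intracellular calcium response was scored.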
TrxR1 substrate – qHTS Assay for Substrates of Mammalian Selenoprotein Thioredoxin Reductase 1 (TrxR1): qHTS; Thioredoxin reductase 1, cytoplasmic (Rattus norvegicus), O89049; purified TrxR1 substrate turnover, NADPH consumption readout; Potency, µM (top dose mostly 114 µM), inactives show top-dose activity change, negative = substrate turnover; 390,000 compounds, 0.01% hits; AID 588456, 2011; note: potency is the fitted concentration of half-maximal effect; % is set by controls: 0 for no effect and ±100 for the full control effect; nearly all actives have a fitted effect of over 50% in size
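Rat TrxR1, dispensed at 90 nM, was prereduced with 400 uM NADPH (final) for 5 min at ~22 deg C, then incubated with compound 15 min before 400 uM selenite. A first-read NADPH fluorescence drop versus no-compound background flagged substrates.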
rTrxR1 inhibitor – qHTS Assay for Inhibitors of Mammalian Selenoprotein Thioredoxin Reductase 1 (TrxR1): qHTS. Thioredoxin reductase 1, cytoplasmic (Rattus norvegicus), O89049. Potency, µM (doses to about 114 µM), without a hit: at the top dose activity change, negative = inhibition, usual class: inhibitors. 390,000 compounds, 1% hits. AID 588453, 2011. recombinant rTrxR1, NADPH fluorescence consumption, selenite substrate; note: potency is the fitted concentration of half-maximal effect; % is set by controls: 0 for no effect and ±100 for the full control effect; nearly all actives have a fitted effect of over 65% in size
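Rat TrxR1 (90 nM in the dispensed reagent) was pre-reduced with 400 uM NADPH for 5 min at room temperature, then incubated with compound for 15 min. After 400 uM selenite was added, NADPH fluorescence (Ex 340/Em 450 nm) was followed for 8 min.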
D2 antag – HTS Assay for Allosteric Antagonists of the Human D2 Dopamine Receptor: Primary Screen for Antagonists. HEK293 TREx D2 cells, calcium flux, dopamine EC80. inhibition, % at 10 µM. 340,000 compounds, 2% hits. AID 485344, 2010; in the data active = inhibition above about 30%; note: 0% is about no effect
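Measurement of antagonist activity uses fluorescent calcium dye in inducible HEK293 T-REx D2 cells: 10 s baseline, compound addition with 180 s read, EC80 dopamine addition with a further 180 s read.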
PI4K2A block – qHTS for small molecular inhibitors of PI4K2A. 420,000 compounds, 0.13% hits. purified PI4K2A, ADP-Glo luminescence, 1 h; stronger effect = lower value. activity change, negative = inhibition, % at 76.9 µM. Phosphatidylinositol 4-kinase type 2-alpha (Homo sapiens), Q9BTU6; in the data active = activity change below about -50%; inconclusive = mostly about -30% to -49%;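 note: -100% = wells without enzyme as full effect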
Target sequence (Q9BTU6 whole entry, looked up): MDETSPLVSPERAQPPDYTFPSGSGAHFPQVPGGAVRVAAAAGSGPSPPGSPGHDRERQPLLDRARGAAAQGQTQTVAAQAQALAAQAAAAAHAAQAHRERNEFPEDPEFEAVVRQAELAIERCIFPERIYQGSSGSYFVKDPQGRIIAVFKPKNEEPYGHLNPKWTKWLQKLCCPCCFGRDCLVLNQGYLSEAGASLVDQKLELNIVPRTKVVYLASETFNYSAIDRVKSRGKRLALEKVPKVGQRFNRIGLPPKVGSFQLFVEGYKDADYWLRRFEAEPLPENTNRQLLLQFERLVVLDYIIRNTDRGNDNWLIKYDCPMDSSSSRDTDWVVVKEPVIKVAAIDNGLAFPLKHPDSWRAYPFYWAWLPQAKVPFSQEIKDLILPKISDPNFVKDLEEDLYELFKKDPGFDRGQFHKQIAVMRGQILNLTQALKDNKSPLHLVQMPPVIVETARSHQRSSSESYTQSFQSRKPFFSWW
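Compounds are screened against recombinant PI4K2A using PI as substrate and ATP, the latter dispensed at 300 microM. Reactions run one hour at ambient temperature before ADP-Glo detection; full inhibition defined by wells lacking enzyme.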
TRHR agonist – qHTS for Small Molecule Agonists and Allosteric Enhancers of Human TRH Receptor: Primary Screen for Agonists. TRHR cells, calcium flux fluo-8, FDSS agonist mode. 360,000 compounds, 0.18% hits. activation, % at 2 µM. AID 493084, 2011; in the data active = activation above about 30%; note: 0% is about no effect
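Read-out: compound-evoked intracellular calcium rise in TRHR cells, fluo-8 dye, kinetic FDSS fluorescence at 1 s/cycle following a 10-cycle baseline. Cells cultured overnight before dye loading (30 min–1.5 h, RT).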
D2 agonist – HTS Assay for Allosteric Agonists of the Human D2 Dopamine Receptor: Primary Screen for Agonists; HEK293 T-REx D2 cells, calcium flux agonist mode; D(2) dopamine receptor (Homo sapiens), P14416; 340,000 compounds, 0.53% hits; activation, % at 2 µM; AID 485358, 2010;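 active = activation over 3 SD above normal in the single-dose calcium agonist read, cut at about 30% in these data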; note: 0% is about no effect
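Tetracycline-induced HEK293 Trex cells with D2 receptor force-coupled to calcium signaling, plated overnight at 30 C and loaded with no-wash calcium dye. Calcium flux read kinetically for 180 s after compound addition; responses flag agonists.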
* = called active by the depositor; ? = inconclusive; . = not tested or not shown; & = joins results of further samples; [ ] = dose if it differs, or a comment. Unless noted, calls come from the whole dose curve; as a rule, active = well fitted inhibition curve with a large enough effect; inconclusive = small, poorly fitted or top-dose-only effect; inactive = no such curve, though single readings can be large or run the other way.

Short keys: A = USP1 inh; B = mIDH1 inhibitor; C = TRHR PAM; D = TrxR1 substrate; E = rTrxR1 inhibitor; F = D2 antag; G = PI4K2A block; H = TRHR agonist; I = D2 agonist
CC(C)(C)OC(=O)N[C@@H](C(=O)OC(C)(C)C)c1ccc(Br)cc1
  A: ?	B: 5%	C: -2	D: 1%	E: 10%	F: 0	G: -3	H: 0.1	I: 0.4

CCOC(=O)CCCNC(=O)COC(=O)c1cccc(F)c1
  A: -16%	B: -3%	C: -1	D: 12%	E: 28%	F: .	G: -10	H: -0.2	I: .

Cc1ccc(F)cc1NC(=O)N1CCCN(C(=O)OC(C)(C)C)CC1
  A: -2%	B: 4%	C: -2	D: 5%[57.1 µM]	E: 1%[57.1 µM]	F: -12	G: -3	H: -0.2	I: -0.1

O=C(CC1Sc2ncnn2C1=O)Nc1ccc(Br)cc1 (configuration not stated)
  A: -4%	B: -9%	C: -2	D: 12%[57.1 µM]	E: 1.4µM*	F: 11	G: 3	H: 0.8	I: 0.8

CC(c1nnc(SCn2nnc3ccccc3c2=O)n1-c1ccc(Cl)cc1)N(C)C (configuration not stated)
  A: -13%	B: 1%	C: 0	D: 12%	E: -11%	F: 4	G: 1	H: -0.1	I: -1.3

O=C(NCc1ccc(F)cc1)c1ccc2c(c1)S(=O)(=O)c1ccccc1C2=O
  A: -26%	B: 25%	C: .	D: 6%[57.1 µM]	E: 7%	F: .	G: -2	H: .	I: .

O=C(c1cc(S(=O)(=O)N2CCC3(CC2)OCCO3)ccc1F)N1CCCCC1
  A: -20%	B: 1%	C: -1	D: -3%[57.1 µM]	E: 7%	F: -4	G: 1	H: 1.8	I: 0.7

CN(Cc1ccccc1)C(=S)NC(=O)c1ccccc1
  A: -13%	B: 5%	C: 31*	D: 10%[57.1 µM]	E: 23%[57.1 µM]	F: -20	G: -2	H: -0.1	I: 2.1

CC(C)=C(NC(=O)c1ccccc1)C(=O)Nc1cccc(C)c1
  A: -17%	B: 2%	C: -3	D: -14%	E: -29%	F: -13	G: -1	H: 0.0	I: 0.3

CC1CCCCN1C(=O)c1cnn2c(C(F)(F)F)cc(-c3ccco3)nc12 (configuration not stated)
  A: -2%	B: 9%	C: -2	D: 7%[57.1 µM]	E: 27%[57.1 µM]	F: -4	G: 1	H: -0.6	I: -1.3

CC(C)C(NC(=O)c1ccccc1)c1nnc(SCC(=O)Nc2nccs2)n1C (configuration not stated)
  A: -5%	B: 7%	C: -14	D: 23%	E: 25%[57.1 µM]	F: -22	G: 2	H: -0.3	I: -0.1

CN(C)CCCNC(=S)Nc1ccc(Br)cc1
  A: -6%	B: 0%	C: 2	D: -11%	E: ?	F: -2	G: -2	H: -0.1	I: -1.5

CC1=C(C(=O)Nc2ccc(C)cc2C)C(c2ccc(C(=O)O)cc2)n2nc(SCc3ccccc3)nc2N1 (configuration not stated)
  A: -1%	B: -8%	C: 11	D: 2%	E: 5%	F: .	G: -4	H: -0.4	I: .

O=C(c1ccc(Br)cc1)c1cc([N+](=O)[O-])ccc1N1CCOCC1
  A: -12%	B: 1%	C: 4	D: -13%	E: 7%	F: 9	G: 2	H: 0.5	I: 0.0

CCOC(=O)c1cnc2c(C(F)(F)F)cccc2c1NCCCN1CCOCC1
  A: -23%	B: 12%	C: 2	D: -2%	E: -12%	F: 9	G: -2	H: -0.1	I: -1.0

CCCN(C(=O)CCCSc1nc2ccccc2[nH]1)c1c(N)n(Cc2ccccc2)c(=O)[nH]c1=O
  A: -6%	B: 7%	C: 0	D: 28%	E: 51%[activator]	F: -7	G: -3	H: 1.1	I: 0.4

COc1cccc(N2C(=O)C3CCCN3C2c2ccc(F)cc2)c1 (configuration not stated)
  A: -22%	B: 1%	C: -2	D: 5%[57.1 µM]	E: 4%[57.1 µM]	F: 9	G: -6	H: -0.8	I: -0.6

CC(=O)c1ccc(N2CCN(S(=O)(=O)c3cc(-c4noc(C)n4)ccc3C)CC2)cc1
  A: -12%	B: -7%	C: 7	D: -2%[57.1 µM]	E: 14%[57.1 µM]	F: .	G: 3	H: -1.1	I: -1.5

CC(NC(=O)c1cc(-c2ccccn2)nc2ccc(Cl)cc12)C1CCCO1 (configuration not stated)
  A: -11%	B: 9%	C: 6	D: -11%	E: ?	F: -12	G: 5	H: 0.5	I: -1.3

CC12C=CC3(CN(Cc4ccccc4)C(=O)C3C1C(=O)NCc1ccco1)O2 (configuration not stated)
  A: -1%	B: 4%	C: 5	D: 8%	E: 56µM*	F: -28	G: -4	H: 0.1	I: 0.8

Cc1cc(C)c(NC(=O)Nc2sc3nc4n(c(=O)c3c2C)CCC(C)CC4)c(C)c1 (configuration not stated)
  A: -23%	B: 15%	C: 7	D: -2%	E: 14%	F: .	G: -1	H: 0.5	I: -0.6

C[C@@H]1CC=C[C@H]2[C@H]1C(=O)N(Cc1ccccc1)[C@H]2c1ccc(-c2ccoc2)cc1F
  A: ?	B: 6%	C: 4	D: 15%	E: 3%	F: 2	G: -12	H: 0.2	I: 0.5

O=C(/C=C/c1ccc2c(c1)OCO2)NCC1CCCO1 (configuration not stated)
  A: -11%	B: -11%	C: 4	D: 16%[57.1 µM]	E: 1%[57.1 µM]	F: -1	G: -1	H: -0.2	I: 0.6

CCOc1cc(/C=C(\C#N)C(=O)NCc2cccnc2)ccc1O
  A: -23%	B: -8%	C: 2	D: 5%	E: 27%	F: 8	G: 3	H: 0.5	I: -0.7

O=C(Cc1cc(=O)[nH]c(=O)[nH]1)N1CCN(C(=O)c2ccco2)CC1
  A: -24%	B: 0%	C: 0	D: 7%	E: 12%	F: -1	G: -3	H: -0.8	I: -0.5

Entries shown so far that contain an NH in an aromatic ring, in the order listed:
Short keys: A = USP1 inh; B = mIDH1 inhibitor; C = TRHR PAM; D = TrxR1 substrate; E = rTrxR1 inhibitor; F = D2 antag; G = PI4K2A block; H = TRHR agonist; I = D2 agonist
CCCN(C(=O)CCCSc1nc2ccccc2[nH]1)c1c(N)n(Cc2ccccc2)c(=O)[nH]c1=O
  A: -6%	B: 7%	C: 0	D: 28%	E: 51%[activator]	F: -7	G: -3	H: 1.1	I: 0.4

O=C(Cc1cc(=O)[nH]c(=O)[nH]1)N1CCN(C(=O)c2ccco2)CC1
  A: -24%	B: 0%	C: 0	D: 7%	E: 12%	F: -1	G: -3	H: -0.8	I: -0.5

(next part)
Short keys: A = USP1 inh; B = mIDH1 inhibitor; C = TRHR PAM; D = TrxR1 substrate; E = rTrxR1 inhibitor; F = D2 antag; G = PI4K2A block; H = TRHR agonist; I = D2 agonist
COc1ccc(-c2cn(-c3ccccc3)nc2CO)cc1
  A: -9%	B: 6%	C: 3	D: 9%	E: 16%	F: 10	G: 2	H: 0.8	I: -0.5

CN(C)C(=O)/C(=C\c1ccc(-c2cccc([N+](=O)[O-])c2)o1)NC(=O)c1ccccc1
  A: -24%	B: 17%	C: -5	D: -7%	E: -9%	F: 4	G: -3	H: -0.1	I: 0.0

COc1cc(C(C2C(=O)CC(C)(C)CC2=O)C2C(=O)CC(C)(C)CC2=O)cc(OC)c1OC
  A: -12%	B: 6%	C: -7	D: 10%[57.1 µM]	E: ?	F: -5	G: -6	H: 1.0	I: -1.5

COc1ccc(-c2noc(N3CCC(C(=O)Nc4cc(OC)c(OC)c(OC)c4)CC3)n2)cc1
  A: -21%	B: 7%	C: 1	D: 4%	E: 13%	F: -13	G: -10	H: -0.5	I: -1.0

CCCCN(C(=O)CSc1nnc(-c2ccco2)o1)c1c(N)n(Cc2ccccc2)c(=O)[nH]c1=O
  A: -2%	B: 4%	C: -4	D: -5%	E: 10%	F: 2	G: 3	H: -1.0	I: 0.0

O=C(NCCc1c[nH]c2ccccc12)C(=O)NCC1OCCCN1S(=O)(=O)c1cc(F)ccc1F (configuration not stated)
  A: -17%	B: 3%	C: -3	D: 2%[57.1 µM]	E: 10%[57.1 µM]	F: -16	G: 1	H: 0.3	I: 3.8

C/C(=N\NC(=O)c1cc(-c2ccccc2C)nc2ccccc12)c1cccnc1
  A: -21%	B: 1%	C: 2	D: -11%	E: -7%	F: -12	G: 0	H: 0.9	I: 0.4

CC(=O)c1c(C)[nH]c(C(=O)OC2CCOC2=O)c1C (configuration not stated)
  A: -20%	B: 8%	C: 4	D: -1%	E: 1%	F: .	G: 9	H: 0.3	I: .

CCc1ccccc1NS(=O)(=O)c1ccc2[nH]cc(C(=O)NC3CCCC3)c(=O)c2c1
  A: 2%&-10%	B: -18%&-3%	C: 0&-2	D: -6%&5%	E: -5%&17%	F: 26	G: 0&-2	H: -0.9&0.7	I: -0.5&-1.2

One compound at a time, as listed above:
Results for CN(C)C(=O)/C(=C\c1ccc(-c2cccc([N+](=O)[O-])c2)o1)NC(=O)c1ccccc1 → USP1 inh = -24%; mIDH1 inhibitor = 17%; TRHR PAM = -5; TrxR1 substrate = -7%; rTrxR1 inhibitor = -9%; D2 antag = 4; PI4K2A block = -3; TRHR agonist = -0.1; D2 agonist = 0.0
Results for COc1ccc(-c2noc(N3CCC(C(=O)Nc4cc(OC)c(OC)c(OC)c4)CC3)n2)cc1 → USP1 inh = -21%; mIDH1 inhibitor = 7%; TRHR PAM = 1; TrxR1 substrate = 4%; rTrxR1 inhibitor = 13%; D2 antag = -13; PI4K2A block = -10; TRHR agonist = -0.5; D2 agonist = -1.0

Screening data (PubChem BioAssay)
